# GSK3B inh = human GSK3beta kinase inhibitors, primary screen, biochemical, cell-free homogeneous, HTS. actives 0.038% (n = 300,000). GST-GSK3beta kinase, ADP-Glo luminescence, 60 min; stronger effect = lower value. activity score (negative = inhibition), % at 10 µM;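 active means more than half of replicate wells score below -50%, meaning over 50% inhibition versus plate controls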;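 further: 0% = median DMSO wells and -100% = median GW8510 positive control wells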
# Target sequence (P49841 whole entry, looked up): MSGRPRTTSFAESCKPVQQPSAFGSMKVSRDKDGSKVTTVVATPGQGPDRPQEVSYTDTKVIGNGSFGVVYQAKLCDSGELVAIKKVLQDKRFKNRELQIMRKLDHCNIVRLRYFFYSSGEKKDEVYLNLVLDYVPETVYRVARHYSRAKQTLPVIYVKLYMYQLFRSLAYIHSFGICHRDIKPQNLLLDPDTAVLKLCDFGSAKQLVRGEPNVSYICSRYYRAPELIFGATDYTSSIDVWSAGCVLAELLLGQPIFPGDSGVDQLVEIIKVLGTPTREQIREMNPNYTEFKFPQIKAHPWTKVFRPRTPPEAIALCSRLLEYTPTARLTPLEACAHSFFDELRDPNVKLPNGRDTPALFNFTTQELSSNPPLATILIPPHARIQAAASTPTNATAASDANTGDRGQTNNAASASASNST
#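 test system = GST-tagged human GSK3beta kinase, cell-free | reagent = 25 µM ATP with peptide substrate | dosing = one dose of 10 µM per compound | schedule = 60 min reaction, RT | detection = luminescent ADP-Glo measurement of ADP formed | control set = DMSO neutral wells and GW8510 at 20 µM as positive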
# GSK3 alpha inh = blockers of GSK3A enzyme activity – biochemical, luminescence, cell-free homogeneous, HTS, primary screen; actives 0.1% (n = 320,000); Glycogen synthase kinase-3 alpha (Homo sapiens), P49840; GSK-3 alpha kinase, ADP-Glo luminescence, 60 min; inhibition, % at 10 µM;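 in the data active means inhibition above about 50%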;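 further: GST-tagged GSK-3 alpha with peptide substrate and 25 µM ATP; 0% = DMSO neutral wells and 100% = GW8510 positive control wells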
# Target sequence (P49840 whole entry, looked up): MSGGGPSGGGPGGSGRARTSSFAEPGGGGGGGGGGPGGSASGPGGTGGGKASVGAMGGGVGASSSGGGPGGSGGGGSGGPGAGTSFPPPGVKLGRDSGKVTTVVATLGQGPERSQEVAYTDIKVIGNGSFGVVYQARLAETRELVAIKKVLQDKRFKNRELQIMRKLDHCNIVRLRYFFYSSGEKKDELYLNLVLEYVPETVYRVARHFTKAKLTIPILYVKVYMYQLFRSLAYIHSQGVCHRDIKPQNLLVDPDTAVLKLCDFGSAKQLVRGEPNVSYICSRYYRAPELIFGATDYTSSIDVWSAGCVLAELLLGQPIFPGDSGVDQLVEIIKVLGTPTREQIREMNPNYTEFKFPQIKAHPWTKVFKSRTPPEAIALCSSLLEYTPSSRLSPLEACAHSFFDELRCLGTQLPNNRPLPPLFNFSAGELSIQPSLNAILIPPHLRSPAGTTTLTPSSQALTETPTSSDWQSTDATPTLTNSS
# aSyn UTR inh = MLPCN primary screen, SNCA 5' untranslated region. inhibition, % (tested at 7.5 µM). alpha-synuclein 5'UTR reporter, inhibitor activity. actives 0.82% (n = 300,000); in the data active means inhibition above about 60%;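 further: H4 neuroglioblastoma cells stably carrying SNCA 5'UTR luciferase fusion; 0% = DMSO wells and 100% = positive control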
# AI-2 QS mod = Vibrio harveyi AI-2 quorum sensing modulators, primary screen, JMH597 strain, luminescence/OD600 ratio; Vibrio harveyi JMH597 AI-2 luminescence/OD600 ratio, 9 h; stronger effect = lower value; strain lacks LuxN and CqsS sensors; 0 = neutral-control median; activity change, % at 7.5 µM; actives 0.4% (n = 300,000); AID 2094, 2009; in the data active means activity change below about -75%, passing the limit was not always enough;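 further: luminescence divided by OD600 gain over 9 h not by final OD600 alone; inactives centre near 13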
# HSF1 inhib = HSF1 inhibitors in luciferase reporter cells, primary screen, cell-based, NIH3T3, luminescence. NIH3T3-HGL HSE-luciferase, MG132-induced, luminescence 8 h; stronger effect = lower value. activity change, negative = inhibition, % at 7.5 µM (by protocol). actives 0.77% (n = 300,000);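 active means more than half of replicate wells show activity change below -50%, luminescence cut by over half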;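 further: luciferase reports HSF-1 transcriptional activity via heat shock element; 0% = median of DMSO wells and -100% = zero luminescence signal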
# PolyA inh = polyadenylation inhibitors in yeast reporter cells, primary screen, luminescence, S. cerevisiae; S. cerevisiae SKY197-pL101 polyadenylation reporter, beta-gal luminescence; efflux-impaired pdr1/pdr3 knockout yeast; score 100 = 6 SD above DMSO; calls only at 12 µM; actives 0.02% (n = 300,000);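 active means lowest replicate activity score at least 50, where 100 means six control SD above control mean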;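 further: yeast exposed to compound for 9 h at 30 °C; higher score means more reporter readthrough which indicates perturbed polyadenylation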
# HSP90 inh = HSP90 inhibitors, primary screen, cell lysate, luminescence. Rabbit reticulocyte lysate, luciferase refolding luminescence, 3 h. inhibition, % at 5.6 µM. actives 0.91% (n = 290,000). AID 1789, 2009;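 active means inhibition above the screen-wide mean plus 3 SD, computed separately per campaign, cut at about 16% in these data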;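 further: 0% = DMSO wells and 100% = 60 µM geldanamycin wells; inhibitors lower the luminescence because luciferase stays unfolded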
# IEC-6 cytotox = cytotoxicity in IEC-6 intestinal epithelial cells, primary screen, cytotoxicity control for KLF5 inhibitor project, cell-based, luminescence | inhibition, % at 5 µM | actives 0.78% (n = 290,000) | IEC-6 cytotoxicity, luminescence viability | AID 1825, 2009; in the data active means inhibition above about 22%;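 further: 0% = plate median of test compound wells and 100% = cytotoxic reference compound wells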
# KLF5 inh = KLF5 expression inhibitors, primary screen, DLD-1 cells, luminescence; DLD-1 KLF5 promoter-luciferase reporter; AID 1700, 2009; actives 0.23% (n = 290,000); inhibition, % at 5 µM;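 active means inhibition above a per-plate limit of that plate's mean compound inhibition plus 3 SD, cut at about 60% in these data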;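 further: 0% = DMSO wells and 100% = LY294002 at 200 µM; higher means less KLF5 promoter-driven luciferase light; inactives centre near -14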
# HSF-1 act = HSF-1 activators, primary screen, NIH3T3-HGL cells, MG132 stress, luminescence, single point. NIH3T3-HGL HSF-1 luciferase reporter, 8 h; 100% = twice DMSO control signal. activation, % at 9 µM. actives 1.7% (n = 300,000);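 active means mean replicate activation of at least 50% with a set share of replicates each reaching 50%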;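 further: 0% = median of the neutral control wells and 100% = twice that signal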
# An asterisk follows results filed as active; i = inactive; . = not tested or not shown. The list is partial; count on the stated rates, not on these rows.
SMILES,GSK3B inh,GSK3 alpha inh,aSyn UTR inh,AI-2 QS mod,HSF1 inhib,PolyA inh,HSP90 inh,IEC-6 cytotox,KLF5 inh,HSF-1 act
O=C(CN1C(=O)c2ccccc2S1(=O)=O)c1ccc2c(c1)OCCO2,-1,0,111*,21,-78*,i,57*,2,91*,-81
Cc1nn(CCCC(=O)N2CCN(c3ccc(F)cc3)CC2)c(C)c1[N+](=O)[O-],-6,-1,27,5,2,i,2,3,-18,3
Cc1ccc(N2C(=O)CC(N3CCN(C)CC3)C2=O)cc1 (centres undefined),5,.,4,91,0,i,-3,0,-11,-6
c1csc(-c2cnc3n2CCCC3)c1,1,2,-3,38,-7,i,-1,-6,-55,-6
O=C(OCc1cc(Cl)ccc1OC(F)F)c1cccnc1,-3,-2,-11,8,0,i,2,4,-23,1
CCOc1cccc(C(=O)Nc2cccnc2)c1,-3,3,-50,-14,1,i,-1,-3,-30,3
O=C(Cn1cccc1C(=O)c1ccccc1)NCc1ccc(F)cc1,-2,0,-11,11,5,i,-6,-2,-12,5
COc1ccc(OC)c(C2C(C(C)=O)=C(O)C(=O)N2CCC(=O)O)c1 (centres undefined),1,-1,7,15,-15,i,-1,-2,-22,-8
COc1ccccc1CNS(=O)(=O)c1ccc(-c2cc(C)no2)cc1,1,2,80*,5,-36,i,1,79*,53,-31
CCOc1ccc(NC(=O)N2CCN(S(C)(=O)=O)CC2)cc1,2,-10,6,14,-35,i,-8,-8,-33,-32
COc1ccccc1NC(=O)N1CCC(C(=O)c2ccc(Cl)cc2)CC1,2,0,-7,33,-8,i,-1,-7,1,1
Cc1ccc(F)cc1CNC(=O)C1CCC(=O)N(CC2CCCCC2)C1 (centres undefined),1,.,7,21,-4,i,2,3,-25,1
CC(C)c1ccc(NC(=O)CCNC(=O)Cn2cnc3ccccc3c2=O)cc1,-1,-1,1,-4,1,i,-3,-1,-3,20
O=S(=O)(NCCCCNS(=O)(=O)c1ccc(F)cc1)c1ccc(F)cc1,0,1,-1,4,10,i,.,.,.,9
CC1=NOC2(C1)N(C)c1ccccc1C2(C)C (centres undefined),0,-1,14,22,10,i,-1,-3,-28,5
O=C(c1cccc(NC2=NC3CS(=O)(=O)CC3S2)c1)N1CCN(c2ncccn2)CC1 (centres undefined),-1,-3,-6,37,-3,i,0,-2,-18,-13
CCOc1ccc(C(=O)CN2CCN(S(=O)(=O)c3ccc(OC)cc3)CC2)cc1,0,1,-20,11,-3,i,2,3,1,12
O=C(O)c1cc(S(=O)(=O)NC(CO)C(O)c2ccc([N+](=O)[O-])cc2)ccc1Br (centres undefined),3,-2,-15,1,-3,i,2,3,-36,12
COc1cccc(C(=O)c2c(C)c(CCC#N)n3ccccc23)c1OC,1,-1,10,5,120,i,-1,4,5,180*
CCOc1c2ccc(C(=O)NCc3ccc(C(F)(F)F)cc3C(F)(F)F)cc2nn1C,-1,-3,-14,5,1,i,-4,1,-3,4
CC(=O)c1ccc(S(=O)(=O)NC2CC(=O)N(c3ccc(Cl)cc3)C2)cc1 (centres undefined),0,0,0,13,2,i,.,.,.,-5
Nc1nc(=S)[nH]c2c1C1(CCCC1)Cc1ccccc1-2,0,1,20,-1,-3,i,4,3,-2,-12
Cc1ccc(NC(=O)CN2CCCC2)c2c1CC(C)(C)O2,4,-3,12,0,11,i,0,-2,-2,17
Cc1nn(-c2ccccc2)cc1/C=N/NC(N)=S,-2,0,-37,-51,-3,i,0,4,-19,0
COc1ccccc1NC(=O)COC(=O)c1ccccc1SCC(=O)N1CCCC1,-3,8,8,5,-2,i,.,.,.,-3
CCOc1ccccc1NC(=O)CSc1nnc(C2CC2)n1CC,-3,-1,-19,30,7,i,0,1,7,22
Cc1c(C(=O)OC(C)C)nnn1-c1nonc1N,-15,22,3,2,-2,i,4,0,3,22
Cc1ccc(C(=O)Nc2cc(C)nn2CCC#N)cc1,1,-3,0,-5,-7,i,3,0,-32,-1
CNC(=O)CC1C(=O)N(c2ccc(Cl)cc2)C(=S)N1NC(=O)c1cccc(F)c1 (centres undefined),4,0,-17,18,2,i,-1,-8,-14,-14
CCOC(=O)NC(=O)/C(C#N)=C\Nc1sccc1C(=O)OC,-7,1,13,35,1,i,1,1,-12,2
CCOc1cc(/C=N/Nc2nn3cnnc3c3ccccc23)ccc1O,-1,4,-58,36,1,i,1,1,-9,28
O=S(=O)(c1ccc(Cl)cc1)N1CCC(n2cnc3cc(C(F)(F)F)ccc32)CC1,-18,.,12,14,2,i,4,-1,3,-8
CC(C)(C)n1nnnc1CN1CCN2CCCC2C1 (centres undefined),-3,-3,17,21,-7,i,0,6,-2,1
Cc1ccc2oc3c(c(=O)c2c1)C(c1cccc(O)c1)N(c1ccccn1)C3=O (centres undefined),-3,.,3,5,2,i,0,-1,-3,-8
O=C(CSc1nc2ccccc2c(=O)n1CCCN1CCOCC1)c1c[nH]c2ccccc12,3,.,1,-2,-11,i,-11,-4,-19,0
COCC1CCCN(C(=O)c2cc(COc3ccc(C(C)=O)cc3)on2)C1 (centres undefined),-2,1,-149,35,41,i,-2,-6,-131,47
O=C(CCN1C(=O)c2ccccc2S1(=O)=O)Nc1ccc(F)c(F)c1F,2,0,4,22,8,i,.,.,.,31
CCOc1ccc(CCNC(=O)c2cccc(S(=O)(=O)N3CC(C)OC(C)C3)c2)cc1OCC (centres undefined),0,0,14,22,-26,i,.,.,.,-35
COc1ccc(Cl)c2sc(N(CCN(C)C)C(=O)c3ccc4c(c3)OCCO4)nc12,0,3,-23,28,8,i,.,.,.,6
Cc1occc1C(=O)Nc1c(Cl)cccc1Cl,2,2,3,10,-4,i,-3,-5,-21,1

# KLF5 inh, hit marks shown above
molecule	GSK3B inh	GSK3 alpha inh	aSyn UTR inh	AI-2 QS mod	HSF1 inhib	PolyA inh	HSP90 inh	KLF5 inh	HSF-1 act
O=C(CN1C(=O)c2ccccc2S1(=O)=O)c1ccc2c(c1)OCCO2	-1	0	111*	21	-78*	i	57*	91*	-81

# The results go on:
SMILES,GSK3B inh,GSK3 alpha inh,aSyn UTR inh,AI-2 QS mod,HSF1 inhib,PolyA inh,HSP90 inh,IEC-6 cytotox,KLF5 inh,HSF-1 act
Cn1c(Cn2cnc([N+](=O)[O-])n2)nnc1SCC(=O)Nc1ccc(Br)cc1,2,-2,-3,16,-10,i,-1,-2,-21,-21
N#CCSc1nnc(-c2ccccc2O)n1CCc1ccccc1,0,-2,18,-22,6,i,0,-2,0,-20
CC(c1ccco1)N(C(=O)c1ccccc1NS(=O)(=O)c1ccc(Cl)c([N+](=O)[O-])c1)c1ccccn1 (centres undefined),4,10,-17,0,7,i,0,-7,-70,15
O=C(CNC(=O)c1ccncc1)N/N=C/c1cc(Br)ccc1O,-4,11,22,-23,-5,i,-3,-7,-37,4
CC(NC(=O)COC(=O)c1ccc2c(c1)S(=O)(=O)N=C1CCCCCN12)C12CC3CC(CC(C3)C1)C2 (centres undefined),1,-3,68*,0,-9,i,4,-3,-32,-28
Cc1cc(C)n2nc(C(=O)OCC(=O)N(CCC#N)c3ccc(F)cc3)nc2n1,2,-1,8,16,-2,.,.,.,.,13
COc1ccc(NC(=O)C2=Cc3cccc(OC)c3OC2)cc1,1,-2,.,13,.,i,0,-1,-170,.
COc1cccc(CNC(=O)C2=Cc3cccc(OC)c3OC2)c1,-2,-2,-1,19,4,i,2,5,-15,1
CC(C)OC(=O)CCCN1C(=O)c2ccc(N)cc2C1=O,1,-3,-20,10,5,i,6,2,-40,5
CC(C)C(OC(=O)c1nsc(Cl)c1Cl)C(=O)NC1CCCCC1 (centres undefined),.,-1,-4,.,-1,i,1,-2,-19,-21
N=c1n(Cc2ccccc2Cl)c2ccccc2n1CC(O)c1ccco1 (centres undefined),0,1,0,13,-5,i,-1,9,-24,5
COC(=O)C1C(=O)/C(=C/N(C)C)C(=O)CC1(C)C (centres undefined),2,-1,-14,14,-3,i,-2,-8,-14,-8
Cc1ccc(C)c(S(=O)(=O)N2CCN(CC(=O)Nc3cc(C)on3)CC2)c1,-3,0,7,-7,40,i,-1,10,-10,71*
CCOC(=O)C(C)Sc1ncc(OC)c(=O)[nH]1 (centres undefined),6,.,20,9,11,i,-1,-8,-40,26
COc1ccc(C(=O)N2CCCC(N3CCN(c4ccccc4F)CC3)C2)c(OC)n1 (centres undefined),0,-11,4,32,-3,i,-4,-1,-27,2
Cc1ccc(-n2nnnc2SCC(=O)Nc2ccccc2N2CCCCC2)cc1C,0,-4,25,-2,-3,i,1,-2,1,6
O=C(Nc1cnn(Cc2ccccc2)c1)c1nc2ncccn2n1,5,-1,-66,13,8,i,4,-1,-66,14
COc1ccc(S(=O)(=O)n2nc(C)cc2C)cc1OC,3,0,5,9,3,i,-4,2,-21,17
Clc1ccc(OCCN2CCCCC2)c(Cl)c1,-2,-4,-23,13,0,i,2,-5,-27,6
CC(=O)N1CCc2cc(S(=O)(=O)NC(CC(C)C)C(=O)Nc3cc(C(=O)O)ccc3C)ccc21 (centres undefined),1,0,-12,14,-1,i,2,1,-10,-21
CCC(=O)Nc1c(-c2ccc(OC)cc2)c(=O)c2ccccc2n1C,2,1,-17,0,6,i,2,1,-29,39
O=C(CCc1ccc(O)cc1)N/N=C/c1coc2ccccc2c1=O,-1,5,11,50,-1,i,-4,0,-2,-9
CC(C)CC(=O)N1CCC(O)(CS(=O)(=O)c2ccc(Cl)c(Cl)c2)CC1,0,-3,-8,1,1,i,0,-1,11,14
CC1Cc2ccccc2N1C(=O)c1cc2sccc2n1Cc1ccccc1 (centres undefined),2,0,16,-4,-3,i,-2,4,-11,1
CN(CC(CC(=O)O)c1ccccc1)S(=O)(=O)c1ccc(Br)cc1 (centres undefined),0,1,8,22,4,i,0,2,1,26
O=C(Nc1ccc(Cl)c(Cl)c1)OCc1cncs1,-1,-4,-97,-61,25,i,-2,2,-44,44
COc1cc(CN2CCNC(=O)C2CC(=O)NCCCC2CCCC2)cc(OC)c1 (centres undefined),1,.,-2,9,2,i,4,-8,-29,-3
c1ccc2c(c1)CN1CCCC1=N2,5,0,12,7,0,i,0,-4,-15,1

# Arranged by molar mass (descending): part of the list above
SMILES,GSK3B inh,GSK3 alpha inh,aSyn UTR inh,AI-2 QS mod,HSF1 inhib,PolyA inh,HSP90 inh,IEC-6 cytotox,KLF5 inh,HSF-1 act
CN(CC(CC(=O)O)c1ccccc1)S(=O)(=O)c1ccc(Br)cc1 (centres undefined),0,1,8,22,4,i,0,2,1,26
CC(C)CC(=O)N1CCC(O)(CS(=O)(=O)c2ccc(Cl)c(Cl)c2)CC1,0,-3,-8,1,1,i,0,-1,11,14
c1ccc2c(c1)CN1CCCC1=N2,5,0,12,7,0,i,0,-4,-15,1
